# p53null 39C tox: qHTS Screen for Compounds that Selectively Target Cancer Cells with p53 Mutations: Cytotoxicity of p53 Null Cells at the Nonpermissive Temperature. H1299 p53-null (neo) cells, 39C, ATPlite viability, 24 h. Potency, µM (doses to about 46.1 µM), for the others: at the highest dose activity, negative = cell killing, most hits filed as cytotoxic. 55,000 tested, 0.97% active. AID 904, 2007;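 note: potency is the fitted concentration of half-maximal effect; 0% = DMSO only and -100% = full killing by 100 µM tamoxifen; nearly all actives have a fitted effect of over 50% in size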
#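 ATP-luminescence viability readout (ATPlite, 20 min RT) after 24 hr compound treatment at 39C of H1299-neo or H1299-p53A138V cells; titration up to 46 uM; normalized to DMSO and 100 uM tamoxifen; Hill-fit AC50.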
# NTMT1 inhibitor: Primary qHTS for Inhibitors of N-terminal methyltransferase 1 (NTMT1): MTaseGlo Assay. N-terminal Xaa-Pro-Lys N-methyltransferase 1 (Homo sapiens), Q9BV86. NTMT1 MTase-Glo SAH luminescence, purified enzyme. Potency, µM (titrated, usually from 114 µM), inactives show at the top dose activity change, negative = inhibition, most hits filed as inhibitors. 59,000 tested, 2.5% active;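 note: potency is the fitted concentration of half-maximal effect; plate controls were DMSO vehicle for no effect and no enzyme for full effect; nearly all actives have a fitted effect of over 65% in size; many of its hits are not listed in these tables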
# Target sequence (Q9BV86 whole entry, looked up): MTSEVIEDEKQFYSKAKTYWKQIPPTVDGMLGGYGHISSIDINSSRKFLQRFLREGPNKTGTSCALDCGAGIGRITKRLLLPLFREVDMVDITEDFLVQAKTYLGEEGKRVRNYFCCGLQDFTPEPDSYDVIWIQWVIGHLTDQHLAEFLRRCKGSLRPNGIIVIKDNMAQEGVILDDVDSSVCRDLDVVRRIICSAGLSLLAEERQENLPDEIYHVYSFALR
# p53null 32C kill: qHTS Screen for Compounds that Selectively Target Cancer Cells with p53 Mutations: Cytotoxicity of p53 Null Cells at the Permissive Temperature. H1299-neo p53 null cells, ATP luminescence, 24 h, 32C. Potency, µM (series often up to 46.1 µM), inactives show at the highest dose activity change, negative = cytotoxicity, hits mostly cytotoxic. 55,000 tested, 0.62% active;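 note: potency is the fitted concentration of half-maximal effect; 0% = DMSO only and -100% = full killing by 100 µM tamoxifen; nearly all actives have a fitted effect of over 55% in size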
#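 We seeded p53-null H1299-neo cells, incubated them overnight at 37C, and added compounds across a range up to 46 uM. After 24 hours at 32C, ATP reagent was applied for 20 min at room temperature and luminescence recorded.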
# PTAP-TSG101 blk: qHTS Validation Assay for Inhibitors of HIV-1 Budding by Blocking the Interaction of PTAP/TSG101: Sytravon Library Screen. Potency, µM (top dose mostly 115 µM), for inactives: top-dose activity change, negative = inhibition, most hits filed as inhibitors. 44,000 tested, under 10 active. Fluorescence polarization, FITC-PTAP peptide/Tsg101, 20 min; note: potency is the fitted concentration of half-maximal effect; 0% is about no effect
# Target sequence (Q99816 whole entry, looked up): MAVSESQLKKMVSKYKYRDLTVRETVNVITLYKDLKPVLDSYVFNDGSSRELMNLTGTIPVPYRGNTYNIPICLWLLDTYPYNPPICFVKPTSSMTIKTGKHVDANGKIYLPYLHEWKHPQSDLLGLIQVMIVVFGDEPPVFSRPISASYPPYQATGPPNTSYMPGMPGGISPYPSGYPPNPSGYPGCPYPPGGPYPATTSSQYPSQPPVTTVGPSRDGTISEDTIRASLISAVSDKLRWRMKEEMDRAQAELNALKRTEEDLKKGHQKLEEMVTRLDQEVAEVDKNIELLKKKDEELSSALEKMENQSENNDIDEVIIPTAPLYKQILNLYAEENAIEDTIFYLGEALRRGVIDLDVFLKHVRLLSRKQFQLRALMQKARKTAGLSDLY
#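 Fluorescence polarization: Tsg101 binding domain (10 uM final) in 10 mM HEPES pH 7.5, 0.15 M NaCl, 0.01% Tween 20, 3 mM EDTA, 0.1 mM TCEP; compounds pinned; FITC-PTAP peptide 50 nM final; 20 min, r.t.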
# FH mod: Identification of activators of human fumarate hydratase by quantitative high-throughput screening; 54,000 tested, 0.22% active; FH coupled MDH/diaphorase resazurin fluorescence, 15 min; Potency, µM (series often up to 79.9 µM), for inactives: at the highest dose activity change, negative = inhibition, most hits filed as inhibitors; Fumarate hydratase, mitochondrial (Homo sapiens), P07954; note: potency is the fitted concentration of half-maximal effect; % is set by controls: 0 for no effect and ±100 for the full control effect; the screen sought activators but most active calls are inhibition curves; nearly all actives have a fitted effect of over 45% in size
# GALK inhibitor: qHTS Assay for Inhibitors of Human Galactokinase (GALK): NCGC Sytravon Library Screen | P51570 | 44,000 tested, under 10 active | recombinant GALK, Kinase-Glo ATP luminescence, 1 h | Potency, µM (series often up to 57.5 µM), for the others: at the highest dose activity, negative = inhibition, actives largely listed as inhibitors;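 note: plate controls were full GALK reaction for no effect and reaction lacking GALK for full effect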
#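 Luminescent ATP-depletion readout (Kinase-Glo Plus, 10 min) after 1 h RT reaction of 5 nM GALK, 35 uM ATP, 100 uM galactose, pH 8.0 HEPES buffer. Decreased kinase activity scored as inhibition.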
# B2AR arrestin ag: qHTS assay of beta-arrestin-biased ligands of beta2-adrenergic receptor: NCGC Sytravon Library Screen | Beta-2 adrenergic receptor (Homo sapiens), P07550 | HTLA Tango cells, beta-arrestin recruitment, luciferase luminescence, 18 h | Potency, µM (series often up to 46.1 µM), for inactives: at the top dose activation, most hits filed as activators | 44,000 tested, under 10 active | AID 1347077, 2019;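 note: potency is the fitted concentration of half-maximal effect; 0% = DMSO and full agonism = EC100 isoproterenol or metaproterenol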
# Target sequence (P07550 whole entry, looked up): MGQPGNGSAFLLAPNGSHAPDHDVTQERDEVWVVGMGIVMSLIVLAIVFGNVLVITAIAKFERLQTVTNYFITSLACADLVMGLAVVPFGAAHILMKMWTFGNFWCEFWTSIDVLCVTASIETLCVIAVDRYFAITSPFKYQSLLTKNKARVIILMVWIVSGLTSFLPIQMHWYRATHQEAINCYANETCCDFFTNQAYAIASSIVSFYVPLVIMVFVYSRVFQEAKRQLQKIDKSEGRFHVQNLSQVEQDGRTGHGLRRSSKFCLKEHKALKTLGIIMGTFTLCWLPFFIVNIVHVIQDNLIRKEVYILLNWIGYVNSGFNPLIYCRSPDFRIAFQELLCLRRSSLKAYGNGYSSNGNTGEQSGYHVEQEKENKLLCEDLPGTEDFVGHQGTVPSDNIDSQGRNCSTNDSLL
#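 First, Tango cells carrying beta2-AR and beta-arrestin fusions received compound up to 46 microM. After 18 hr at 37 degrees C, luciferase substrate was added for 15 minutes, then luminescence gave %Activity for curve fitting.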
# An asterisk follows results filed as active; u = inconclusive; x = no result given. Calls come from the whole dose curve; as a rule, active = well fitted curve in the direction sought with a large enough effect; inconclusive = small, poorly fitted or top-dose-only effect, or another doubt; inactive = no such curve, though single readings can be large; an effect the other way counts as inactive or inconclusive.
# Assay codes: A = p53null 39C tox; B = NTMT1 inhibitor; C = p53null 32C kill; D = PTAP-TSG101 blk; E = FH mod; F = GALK inhibitor; G = B2AR arrestin ag
Cc1ccc(NC(=O)CN(C)S(=O)(=O)c2ccc3c(c2)n(C)c(=O)c(=O)n3C)cc1C
  A: -11% | B: 5% | C: -4% | D: -11% | E: -16% | F: -13% | G: 1%
COc1cc(NS(=O)(=O)c2ccc(-c3cc(C)no3)cc2)cc(OC)c1
  A: 11% | B: -22% | C: 2% | D: 0% | E: -8% | F: 0% | G: -1%
Cc1cccc(CCNC(=O)Cn2ncc3c(=O)oc4ccccc4c32)c1
  A: 28% | B: -9% | C: 7% | D: 1% | E: -8% | F: 2% | G: 1%
COCCNC(=O)c1c(NC(=O)Cc2coc3cc(C)ccc23)sc2c1CCCC2
  A: 8% | B: 0% | C: -4% | D: 3% | E: u | F: 8% | G: 0%
Cc1cccc(-c2noc(-c3ccc(N4CCN(C)CC4)c([N+](=O)[O-])c3)n2)c1
  A: 18% | B: -9% | C: 1% | D: -1% | E: -34% | F: 2% | G: -2%
O=C(Nc1cccc2cccnc12)c1cccc2ccccc12
  A: -8% | B: -6% | C: -23% | D: -6% | E: -22% | F: 9% | G: -1%
CCOC(=O)C1CCN(C(=O)Cn2ncc3c4ccccc4n(Cc4ccccc4F)c3c2=O)CC1
  A: -19% | B: 2% | C: 2% | D: 1% | E: 3% | F: -4% | G: -4%
COc1ccccc1CNC(=O)CSc1ncc2c(n1)-c1ccccc1N(Cc1ccc(C)cc1)S2(=O)=O
  A: -10% | B: 79µM* | C: 3% | D: 0% | E: 0% | F: 1% | G: 1%
COc1ccc(NC(=O)CCS(=O)(=O)c2cc(Br)cc3c2N(C(C)=O)CC3)c(OC)c1
  A: 4% | B: u | C: 14% | D: 1% | E: -3% | F: 0% | G: 3%
Cc1ccc(CN2C(=O)CN(C3CCCCCC3)C(=O)C2c2ccc(F)cc2)cc1 (stereo unspecified)
  A: -7% | B: x | C: 0% | D: -7% | E: x | F: -1% | G: -1%
COc1ccc(CNC(=O)Cc2csc3ccccc23)cc1OC
  A: -16% | B: 9% | C: -5% | D: 1% | E: 1% | F: -12% | G: -3%
COC(=O)c1cccc(Nc2c(-c3ccc(O)c(OC)c3)nc3nc[nH]n23)c1
  A: 4% | B: u | C: 3% | D: -15% | E: -3% | F: -1% | G: 0%
CCOc1ccc(-n2c(Cc3ccccc3)nnc2SCc2nc(-c3ccccc3OC)no2)cc1
  A: 15% | B: 16% | C: 20% | D: -2% | E: -14% | F: 9% | G: 1%
COc1cccc(CNC(=O)Cn2nc3c(cc2=O)CCCC3)c1OC
  A: -6% | B: 9% | C: 0% | D: -1% | E: -5% | F: 0% | G: -1%
CCC1=C(c2ccc(C)cc2)S(=O)(=O)N=C1N1CCC(C(=O)Nc2ccccc2F)CC1
  A: 11% | B: -5% | C: 2% | D: -4% | E: -8% | F: -2% | G: 1%
COc1ccc(OC)c(NC(=O)CSc2nc3ccccc3nc2N2CCCCC2)c1
  A: -8% | B: -5% | C: -3% | D: 5% | E: -10% | F: 2% | G: 0%
Cc1ccc(N2CCN(c3ncnc4onc(-c5ccc(F)cc5)c34)CC2)c(C)c1
  A: 2% | B: -7% | C: -9% | D: 1% | E: 7% | F: 1% | G: 0%
Cc1ccc(C)c(N(C)C(=O)CCNC(=O)Cn2cnc3ccccc3c2=O)c1
  A: 11% | B: 6% | C: 8% | D: 0% | E: -1% | F: 0% | G: 0%
COc1cccc(C(=O)Nc2ccccc2-c2nc(-c3ccc(C)cc3)no2)c1
  A: 3% | B: u | C: -7% | D: -1% | E: 1% | F: 3% | G: -3%
CCN1CCSc2ccc(C(=O)NCc3cccc(F)c3)cc21
  A: -5% | B: -4% | C: 21% | D: 0% | E: u | F: -7% | G: 6%
Cc1ccc(C(=O)COC(=O)CCCC(=O)Nc2cc(C(F)(F)F)ccc2Cl)cc1C
  A: 3% | B: 8% | C: -10% | D: 2% | E: -13% | F: 0% | G: 1%
CCOc1ccc(-n2c(=O)c3c4c(sc3n(Cc3cc(=O)n5cc(Cl)ccc5n3)c2=O)CCC4)cc1
  A: -11% | B: 8% | C: 15% | D: -5% | E: -9% | F: -3% | G: -2%
COc1cccc(NC(=O)C(=O)NCCc2csc3nc(-c4ccccc4C)nn23)c1
  A: 2% | B: 3% | C: -13% | D: 1% | E: -1% | F: 3% | G: 0%
Cc1ccc(C(=O)CSc2nc3cc(C(=O)NC4CCCC4)ccc3c(=O)n2CC2CCCO2)cc1 (stereo unspecified)
  A: -11% | B: -2% | C: -14% | D: -3% | E: u | F: 0% | G: 1%
CCOC(=O)c1c(C)sc(-c2c(-c3cc(C)ccc3C)[nH]c3c2c(=O)[nH]c(=O)n3C)c1O
  A: 8% | B: u | C: 13% | D: 13% | E: -18% | F: -10% | G: 6%
Cc1cc(=O)n(CC(=O)Nc2ccc([N+](=O)[O-])cc2)c(-n2nc(C)cc2C)n1
  A: 27% | B: 9% | C: 14% | D: -3% | E: -4% | F: -9% | G: -2%
COc1ccc(N2CCN(C(CNC(=O)CC(C)C)c3ccc4c(c3)OCO4)CC2)cc1 (stereo unspecified)
  A: 10% | B: -17% | C: -7% | D: 0% | E: -4% | F: 2% | G: 0%
Cc1cc(C)cc(NC(=O)N2CCC(N3CCCCC3)CC2)c1
  A: 2% | B: 89µM* | C: -2% | D: -1% | E: -6% | F: 7% | G: -3%
CCOc1ccc(-n2c(-c3ccc(C)cc3)nc3c(cnn3-c3ccccc3)c2=O)cc1
  A: 14% | B: -11% | C: 7% | D: 0% | E: -15% | F: 0% | G: 0%
O=C(Nc1ccc(-c2nc3ccccc3s2)c(O)c1)c1ccc(Br)cc1
  A: -7% | B: 2% | C: 0% | D: -4% | E: -6% | F: -20% | G: 0%
COc1cccc(CNC(=O)CCNS(=O)(=O)c2cccc3nsnc23)c1
  A: 6% | B: 0% | C: 5% | D: -3% | E: 5% | F: -1% | G: 1%
Cn1cc(S(=O)(=O)c2cccc(Cl)c2)c(=O)c2cc(F)c(N3CCN(c4ccc(F)cc4)CC3)cc21
  A: -1% | B: 9% | C: -6% | D: 1% | E: -10% | F: 4% | G: 0%
Cc1ccc(CN2CCSc3ccc(C(=O)Nc4ccc(Cl)cc4)cc32)cc1
  A: -10% | B: -1% | C: -3% | D: -4% | E: -27% | F: 9% | G: 0%
Cc1cc(NC(=O)CSc2nc(-c3cccc(F)c3)nc3c2c(=O)n(C)c(=O)n3C)no1
  A: 23% | B: 19% | C: -3% | D: 5% | E: 5% | F: 1% | G: 0%
CCOc1ccc(C2c3c(oc4ccccc4c3=O)C(=O)N2c2nnc(C)s2)cc1OC (stereo unspecified)
  A: -3% | B: -9% | C: -3% | D: -1% | E: u | F: u | G: 0%
Cc1cc(Cl)ccc1NC(=O)c1cccc(NC(=O)N2CCSc3ncccc32)c1
  A: -5% | B: 9% | C: 1% | D: 3% | E: -14% | F: u | G: 0%
COc1cccc(CNC(=O)C2CCCN(c3nn4cc(-c5ccc(C)cc5)nc4s3)C2)c1 (stereo unspecified)
  A: -12% | B: 6% | C: -8% | D: 0% | E: -16% | F: 6% | G: 3%
Cc1nc2c(C(=O)NCc3ccccc3)c[nH]n2c(=O)c1Cc1ccccc1Cl
  A: 5% | B: -20% | C: u | D: -2% | E: -21% | F: -8% | G: -1%
COc1ccc(-n2c(C)nc3cc(C(=O)NC4CCCC4)ccc32)cc1
  A: 24% | B: 7% | C: -1% | D: 2% | E: 0% | F: 1% | G: 2%
Cc1c(NS(=O)(=O)c2cccc(C(=O)O)c2)c(=O)n(-c2ccccc2)n1C
  A: u | B: 10% | C: -1% | D: -10% | E: -16% | F: 8% | G: 0%
Cc1ccc(OCCn2nnc3sc4c(c3c2=O)CCC(C(C)(C)C)C4)cc1 (stereo unspecified)
  A: -3% | B: 15% | C: -10% | D: -4% | E: -8% | F: -3% | G: 0%
CCC1CCCCN1CCCNC(=O)c1ccc2c(c1)c(C)c(C)n2CC (stereo unspecified)
  A: -12% | B: -28% | C: 5% | D: 1% | E: 1% | F: -2% | G: -1%
COc1ccc(-n2c(SCc3ccccc3F)nc3c([nH]c4ccccc43)c2=O)cc1
  A: 18% | B: 11% | C: -5% | D: -8% | E: 6% | F: 0% | G: -1%
O=C(Nc1ccc2oc(-c3cccnc3)nc2c1)c1ccc(-c2ccc(Cl)cc2)o1
  A: 21% | B: u | C: 1% | D: 1% | E: -2% | F: -19% | G: 0%
Cc1ccc2c(=O)cc(C(=O)Nc3sc4c(c3C(=O)NCc3ccccc3)CCCC4)oc2c1C
  A: -2% | B: 5% | C: 6% | D: 0% | E: -4% | F: 6% | G: -1%
CCNC(=O)c1c(NC(=O)Cc2coc3ccc(CC)cc23)sc2c1CCCC2
  A: -12% | B: -4% | C: -3% | D: -1% | E: -2% | F: 4% | G: 0%
CCc1ccc2occ(CC(=O)Nc3nnc(SC)s3)c2c1
  A: u | B: 2% | C: 1% | D: -1% | E: -8% | F: 7% | G: -1%
CCn1c(C)c(C)c2cc(C(=O)NCCc3ccc(C)cc3)ccc21
  A: 5% | B: 5% | C: -7% | D: 8% | E: u | F: 0% | G: 0%
COc1ccc(CNC(=O)c2sc3nc[nH]c(=O)c3c2C)cc1
  A: 2% | B: 1% | C: -7% | D: 2% | E: 9% | F: 4% | G: 0%
COc1ccc(CNC(=O)CN(c2ccc(OC)cc2)S(=O)(=O)c2c(C)[nH]c(=O)[nH]c2=O)cc1
  A: -15% | B: -10% | C: -10% | D: 0% | E: -8% | F: -5% | G: -2%
O=C(Nc1ccc(Cl)cc1)C1CCCN(S(=O)(=O)c2ccc3[nH]c(=O)ccc3c2)C1 (stereo unspecified)
  A: -23% | B: u | C: -18% | D: 7% | E: -7% | F: 4% | G: 1%

# These rows are one share of the data; rates above refer to the full screens.
